Bioassay records as filed in PubChem BioAssay.
hIAP act: human IAP activation | P09923 | purified human IAP, CDP-Star luminescence, 30 min; active compounds read high; 1 = vehicle-only enzyme, 0 = enzyme-free background | 330,000 tested, 0.16% active | activation factor at 10 µM;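 active = activation factor of the enzyme at least 2-fold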; also: the source names both 10 and 20 µM as test concentration; values of inactives mirror those of a sister screen read the other way
MPTP block: blocks calcium-induced mitochondrial swelling; inhibition, % at 10 µM; isolated mouse mitochondria, Ca2+ swelling absorbance, 30 min; 360,000 tested, 1.4% active; AID 602449;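 active = inhibition of 50% or more, scaled per plate between neutral and stimulator controls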;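 also: 0% = DMSO wells given calcium and 100% = 1 mM EGTA wells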
APOBEC3G inh: APOBEC3G (human) deaminase inhibition; recombinant A3G, ssDNA deamination FAM/TAMRA fluorescence; inhibition, % at 20 µM; AID 493012; 330,000 tested, 0.28% active;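 active = inhibition of at least 40% at 20 µM, with no more than 30% in the related APOBEC3A deaminase screen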;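 also: plate controls were DMSO wells with A3G for no effect and wells lacking A3G enzyme for full effect; some compounds called inactive have numbers as strong as hits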
Target sequence (Q9HC16 whole entry, looked up): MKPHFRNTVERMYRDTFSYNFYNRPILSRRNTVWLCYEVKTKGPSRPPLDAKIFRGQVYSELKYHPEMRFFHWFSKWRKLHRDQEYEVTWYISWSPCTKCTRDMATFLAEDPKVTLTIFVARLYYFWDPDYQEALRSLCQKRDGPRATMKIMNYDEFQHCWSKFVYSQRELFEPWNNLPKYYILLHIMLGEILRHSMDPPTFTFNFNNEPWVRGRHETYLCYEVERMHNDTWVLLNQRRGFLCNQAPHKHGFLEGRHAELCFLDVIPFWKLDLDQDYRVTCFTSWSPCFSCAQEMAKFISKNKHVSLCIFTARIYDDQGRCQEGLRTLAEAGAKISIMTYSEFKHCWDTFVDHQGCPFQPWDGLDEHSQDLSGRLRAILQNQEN
mIAP act: increases mouse intestinal alkaline phosphatase activity. 330,000 tested, 0.24% active. muIAP, CDP-Star luminescence, 30 min; active compounds read high; 1 = vehicle-only enzyme signal, 0 = enzyme-free wells. activation factor at 10 µM;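 active = activation factor of at least 2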; also: the source names both 10 and 20 µM as test concentration; values of inactives mirror those of a sister screen read the other way
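System: mouse IAP enzyme. Reagent: CDP-Star chemiluminescent phosphatase substrate. Benchmarks: DMSO wells, no-enzyme wells. Times: 30 min enzyme-substrate-compound incubation at room temperature. Detection: luminescence from enzymatic CDP-Star hydrolysis. Doses: test compounds delivered from DMSO solution.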
ATG4B inh: inhibitors of human ATG4B cysteine protease; AID 504462; Q9Y4P1; 340,000 tested, 0.51% active; inhibition, % at 8.33 µM; ATG4B cleavage of LC3-PLA2, NBD-HPC fluorescence, 1 h; in the data active = inhibition above about 40%
Target sequence (Q9Y4P1 whole entry, looked up): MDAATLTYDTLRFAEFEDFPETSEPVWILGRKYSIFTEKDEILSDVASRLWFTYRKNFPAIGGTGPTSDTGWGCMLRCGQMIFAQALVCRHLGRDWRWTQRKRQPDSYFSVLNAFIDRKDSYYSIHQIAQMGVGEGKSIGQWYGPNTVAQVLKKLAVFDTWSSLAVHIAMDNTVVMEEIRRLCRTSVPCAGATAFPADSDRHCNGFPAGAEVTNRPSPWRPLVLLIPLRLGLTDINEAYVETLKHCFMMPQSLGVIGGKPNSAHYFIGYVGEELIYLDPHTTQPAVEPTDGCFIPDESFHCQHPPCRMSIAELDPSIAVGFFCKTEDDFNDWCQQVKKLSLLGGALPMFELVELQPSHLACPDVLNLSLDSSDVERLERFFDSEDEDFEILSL
MIN6 prolif: induces beta-cell replication in MIN6 cells. MIN6 cells proliferation, ATPlite luminescence, 48 h; cells starved in 0.2% serum; 100% = growth in 10% serum. proliferation, % at 10 µM. 330,000 tested, 0.29% active;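 active = compounds whose signal lies at least 3.5 SD above the mean of all wells on their plate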;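 also: 0% = DMSO-treated cells in low-serum medium and 100% = 10% serum control; some compounds called inactive have numbers as strong as hits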
A3A deaminase: blocks human APOBEC3A ssDNA deamination; P31941; recombinant A3A, FAM/TAMRA ssDNA deamination fluorescence; inhibition, % at 20 µM; 330,000 tested, 0.41% active;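 active = at least 40% inhibition at 20 µM here, with at most 30% in a related deaminase screen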;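 also: plate controls were A3A with DMSO for no effect and wells lacking A3A enzyme for full effect; some results filed as inactive read as strong as hits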
Target sequence (P31941 whole entry, looked up): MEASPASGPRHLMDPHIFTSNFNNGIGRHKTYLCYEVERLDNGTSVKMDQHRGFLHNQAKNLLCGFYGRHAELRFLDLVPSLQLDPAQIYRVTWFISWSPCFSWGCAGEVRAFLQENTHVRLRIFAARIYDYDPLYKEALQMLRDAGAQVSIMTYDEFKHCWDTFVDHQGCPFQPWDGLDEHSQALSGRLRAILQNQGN
mIAP block: mouse IAP inhibition | purified mouse IAP, CDP-Star luminescence, 30 min | inhibition, % at 10 µM | 330,000 tested, 0.2% active;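 active = inhibition of at least 40% at 10 µM in the primary screen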;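 also: plate controls were DMSO with enzyme for no effect and no enzyme wells for full effect; values of inactives mirror those of a sister screen read the other way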
hIAP block: human IAP inhibition | 330,000 tested, 0.12% active | P09923 | inhibition, % at 10 µM | purified IAP, CDP-Star luminescence, 30 min;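 active = inhibition reaching a set limit with compound at 10 µM in the primary screen, cut at about 35% in these data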;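 also: plate controls were DMSO wells with enzyme for no effect and no-enzyme buffer wells for full effect; values of inactives mirror those of a sister screen read the other way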
Numbers without * were called inactive.

SMILES	hIAP act	MPTP block	APOBEC3G inh	mIAP act	ATG4B inh	MIN6 prolif	A3A deaminase	mIAP block	hIAP block
Cc1ccc(OP(=O)(Nc2c(C)n(C)n(-c3ccccc3)c2=O)Oc2ccc(C)cc2)cc1	1.1	1.3	-11	1	-10	-1	1	0	-6
C/C(Cc1ccccc1)=N\NC(=O)CNC(=O)c1ccc2c(c1)OCCO2	0.98	1.6	0	0.94	-8	1	-1	6	2
COCc1c(C(=O)NCc2ccccc2CN2CCCC2)oc2ccccc12	0.96	0.3	2	0.92	10	-4	3	8	4
Cc1ccccc1C(=O)NC1CCN(CC(=O)NCc2cccs2)CC1	1.1	-4.0	-10	0.89	-4	-1	-1	11	-5
COCCN1C(=O)N[C@@H](c2ccco2)C(C(C)=O)=C1C	0.97	-1.1	-13	1.1	3	1	-5	-14	3
COc1cc(S(=O)(=O)N2CCCCC2)ccc1NC(C)=O	1	-2.3	-3	0.95	-5	0	2	5	-1
COCC(C)n1c(C)cc(C(=O)CN2c3cccc4cccc(c34)S2(=O)=O)c1C (stereo not given)	0.86	-0.5	-10	1	-7	-2	-3	0	14
O=C(c1cnn(-c2ccccc2)c1)c1ccc2ccccc2c1O	1	2.7	2	0.89	-5	0	5	11	-2
CCCCNC(=S)NNC(=O)c1csc2ccccc12	1.6	-0.9	3	1.1	-1	0	9	-6	-57
CC(C)OC(=O)c1ccc(NC(=O)Cn2c(-c3nonc3N)nc3ccccc32)cc1	0.92	1.5	-1	1	-5	-1	2	-4	8
CCOc1ccc(-n2c(C)c(C(=O)OC)c3cc(O)ccc32)cc1	0.99	2.9	-7	1.1	6	-3	1	-5	1
COc1ccc(CN(C)C(=O)c2[nH]c(C)c(C(C)=O)c2C)cc1F	1.1	1.0	-6	0.97	1	-4	-3	3	-6
C1=CCC(CN2CCN(C3CCCCCC3)CC2)CC1 (stereo not given)	1.1	2.6	-4	0.98	-2	1	-2	2	-8
COc1ccc(CCNC(=O)c2cc(S(=O)(=O)N3CCCC3)cn2C)cc1OC	0.97	-0.4	-1	0.95	-9	1	-1	5	3
CCC(=O)Nc1cccc(-c2nnc(-c3cccc(NC(=O)CC)c3)o2)c1	0.95	2.7	-7	0.56	-29	-2	-3	44*	5
COc1ccccc1/C=C/C(=O)Oc1cccc2cccnc12	1.1	-5.4	4	1	10	4	1	-4	-5
CC1Sc2ccc(S(=O)(=O)CCC(=O)Nc3ccccc3Cl)cc2NC1=O (stereo not given)	1.1	-2.5	-4	0.97	-8	-2	-3	3	-10
CCOC(=O)N1CCN(Cc2ccccc2Cl)CC1	0.99	-0.5	-6	1.1	3	0	-1	-6	1
O=C(C[C@@H]1C/C=C\CCCC(=O)OC[C@@H]2CCCN2C1=O)NCCO	0.98	-0.4	-8	1.1	-5	1	-2	-7	2
Cc1cc(C)nc(NS(=O)(=O)c2ccc(NC(=O)c3nn(-c4ccccc4)ccc3=O)cc2)n1	0.89	-2.6	10	0.89	-6	-4	-29	11	11
CCN(c1ccccc1)S(=O)(=O)c1ccc(Cl)c(C(=O)O)c1	1	-3.3	-9	0.98	-13	-3	1	2	-3
CC(=O)c1ccc(OCCCC(=O)Nc2cccc(-c3nn[nH]n3)c2)cc1	1	1.5	-7	1.1	-7	2	-2	-6	-4
N#C/C(=C\c1cc(Cl)cc(Cl)c1O)C(=O)NC1CCCCC1	1	61*	-5	0.96	22	-6	-5	4	-2
COc1ccc(NC(=O)CCCCCN2C(=O)c3ccccc3C2=O)c(OC)c1	0.73	-0.3	-6	1	-3	1	-3	-4	26
O=C(Nc1ccc(S(=O)(=O)N2CCOCC2)cc1)c1ccc([N+](=O)[O-])cc1Cl	1.1	0.9	-19	0.97	-5	-1	4	3	-11
Cc1cccc(NC(=S)NCCc2ccc(S(N)(=O)=O)cc2)c1C	0.87	1.7	-6	0.97	-5	0	-5	3	13
O=C(COc1ccc2c3c(c(=O)oc2c1)CCC3)NC1CCCCC1	0.81	-0.4	14	1	-10	1	10	-5	20
COC(=O)c1ccc(CSc2nccn2C)cc1	0.84	-2.4	-7	0.93	-7	2	-2	7	16
O=[N+]([O-])c1ccc(CSc2ncnc3ccccc23)cc1	1	3.3	-4	0.94	3	-4	-2	6	-3
CSc1nccc(N/N=C/c2ccccc2)n1	0.94	0.4	-1	1	0	-2	3	0	6
O=C(COC(=O)c1cccnc1Cl)Nc1cccc(S(=O)(=O)N2CCOCC2)c1	1.2	-1.3	-6	1.1	-16	2	-3	-13	-18
N#Cc1nc(-c2ccccc2F)oc1N1CCCC1	0.91	-2.1	-7	0.91	3	3	3	9	9
COc1ccc(N(CC(=O)N2CCN(Cc3ccc4c(c3)OCO4)CC2)S(=O)(=O)c2ccc(F)cc2)cc1	1	0.5	-6	0.97	-13	-2	-6	2	-4
Cc1cc(C)n(/N=C/c2cc(Cl)cc(Cl)c2O)c(=O)c1	1	-1.1	-3	1.1	4	-2	-2	-10	-2
Cc1ccc(C)c(N2N=C(C(=O)OCc3nnc(-c4cccs4)o3)CCC2=O)c1	1.2	0.4	-1	0.98	6	-4	1	2	-15
COc1cc2c3c(c1)C1(C(=O)N3C(C)(C)C=C2C)C(C#N)=C(N)Oc2cc(O)ccc21 (stereo not given)	1.3	0.6	-5	1.2	-23	-3	-2	-15	-27
CCc1ccccc1-n1c(SCC(=O)N2CCCC2)nnc1-c1ccccn1	0.93	-4.8	-8	0.98	-7	1	-5	2	8
COc1ccc2[nH]c(C(=O)O)c(CCNC(C)=O)c2c1	0.87	-1.7	-5	0.98	-1	-3	-1	2	13
CC(C)C(NC(=O)c1ccc(C(C)(C)C)cc1)C(=O)NCC(c1ccccc1)N(C)C (stereo not given)	0.87	1.9	-3	1	-3	-3	-2	-4	13
COc1ccc(NC(=O)CSc2c3c(nc4ccccc24)CCC3)c(OC)c1	0.94	11	-2	1.1	-7	3	0	-6	6

Sorted by length of the SMILES (ascending): 18 of the compounds above.
SMILES	hIAP act	MPTP block	APOBEC3G inh	mIAP act	ATG4B inh	MIN6 prolif	A3A deaminase	mIAP block	hIAP block
COC(=O)c1ccc(CSc2nccn2C)cc1	0.84	-2.4	-7	0.93	-7	2	-2	7	16
CCOC(=O)N1CCN(Cc2ccccc2Cl)CC1	0.99	-0.5	-6	1.1	3	0	-1	-6	1
C1=CCC(CN2CCN(C3CCCCCC3)CC2)CC1 (stereo not given)	1.1	2.6	-4	0.98	-2	1	-2	2	-8
COc1ccccc1/C=C/C(=O)Oc1cccc2cccnc12	1.1	-5.4	4	1	10	4	1	-4	-5
O=C(c1cnn(-c2ccccc2)c1)c1ccc2ccccc2c1O	1	2.7	2	0.89	-5	0	5	11	-2
COCCN1C(=O)N[C@@H](c2ccco2)C(C(C)=O)=C1C	0.97	-1.1	-13	1.1	3	1	-5	-14	3
O=C(COc1ccc2c3c(c(=O)oc2c1)CCC3)NC1CCCCC1	0.81	-0.4	14	1	-10	1	10	-5	20
CCN(c1ccccc1)S(=O)(=O)c1ccc(Cl)c(C(=O)O)c1	1	-3.3	-9	0.98	-13	-3	1	2	-3
COc1ccc(CN(C)C(=O)c2[nH]c(C)c(C(C)=O)c2C)cc1F	1.1	1.0	-6	0.97	1	-4	-3	3	-6
CC1Sc2ccc(S(=O)(=O)CCC(=O)Nc3ccccc3Cl)cc2NC1=O (stereo not given)	1.1	-2.5	-4	0.97	-8	-2	-3	3	-10
CCC(=O)Nc1cccc(-c2nnc(-c3cccc(NC(=O)CC)c3)o2)c1	0.95	2.7	-7	0.56	-29	-2	-3	44*	5
O=C(C[C@@H]1C/C=C\CCCC(=O)OC[C@@H]2CCCN2C1=O)NCCO	0.98	-0.4	-8	1.1	-5	1	-2	-7	2
Cc1ccc(C)c(N2N=C(C(=O)OCc3nnc(-c4cccs4)o3)CCC2=O)c1	1.2	0.4	-1	0.98	6	-4	1	2	-15
COCC(C)n1c(C)cc(C(=O)CN2c3cccc4cccc(c34)S2(=O)=O)c1C (stereo not given)	0.86	-0.5	-10	1	-7	-2	-3	0	14
CC(C)C(NC(=O)c1ccc(C(C)(C)C)cc1)C(=O)NCC(c1ccccc1)N(C)C (stereo not given)	0.87	1.9	-3	1	-3	-3	-2	-4	13
Cc1ccc(OP(=O)(Nc2c(C)n(C)n(-c3ccccc3)c2=O)Oc2ccc(C)cc2)cc1	1.1	1.3	-11	1	-10	-1	1	0	-6
COc1cc2c3c(c1)C1(C(=O)N3C(C)(C)C=C2C)C(C#N)=C(N)Oc2cc(O)ccc21 (stereo not given)	1.3	0.6	-5	1.2	-23	-3	-2	-15	-27
COc1ccc(N(CC(=O)N2CCN(Cc3ccc4c(c3)OCO4)CC2)S(=O)(=O)c2ccc(F)cc2)cc1	1	0.5	-6	0.97	-13	-2	-6	2	-4

Other entries.
SMILES	hIAP act	MPTP block	APOBEC3G inh	mIAP act	ATG4B inh	MIN6 prolif	A3A deaminase	mIAP block	hIAP block
O=C(Cn1nnc(-c2ccc(Cl)cc2)n1)NCc1ccco1	1.2	0.6	0	0.95	-2	-4	6	4	-22
Cc1ccc(C)c(NC(=O)CCc2nnc3ccc(N4CCCC4)nn23)c1	1.9	-2.4	-4	0.93	-6	7	-3	7	-89
COc1cccc(OC)c1OCCNCC1COc2ccccc2O1 (stereo not given)	1.1	0.4	-5	0.95	-3	-1	-1	5	-5
CC(=O)Oc1cccc(N2C(=O)c3ccc(C(=O)Nc4c[nH]c(=O)[nH]c4=O)cc3C2=O)c1	0.98	-2.0	-2	1	4	3	11	-2	2
CCc1nnc(NC(=O)CSc2nnc(Cc3ccccc3)n2-c2ccc(OC)cc2)s1	1	1.0	-3	0.97	-21	0	-2	3	-1
CCn1cc(Br)c(C(=O)Nc2nccs2)n1	0.97	1.0	-5	1	0	-3	-1	-4	3
CN(Cc1nc2ccccc2c(=O)[nH]1)C(=O)c1cc2c(s1)CCCCC2	0.99	-1.8	-7	0.96	4	-1	-7	4	1
O=C(CCc1ccccc1)NCCCNC(=O)CCc1ccccc1	1.1	-0.5	-9	1.1	-6	-1	-5	-10	-10
Cc1cccc(NC(=O)c2cnc3sccn3c2=O)c1	0.92	-0.3	-3	0.86	-10	-2	2	14	8
CC(NC(=O)CN1CCOCC1)c1ccc(F)cc1 (stereo not given)	0.91	-0.2	-6	0.97	0	0	-2	3	9
CCCCCNC(=O)c1cccc(S(=O)(=O)N2CC3(C)CC2CC(C)(C)C3)c1 (stereo not given)	1	-1.8	-5	1	-3	-6	-3	-2	-4
CCOC(=O)c1cc(=O)cc(C(=O)OCC)o1	1	2.9	-2	0.97	-4	3	-1	3	0
Cc1cc(NC(=O)CSc2ccc(Cl)cc2)no1	0.91	-0.6	-3	1.1	-14	-5	-1	-6	9
CC1CCN(c2ccc(-c3ccc(NC(=O)c4ccco4)cc3)nn2)CC1	1	0.3	7	1	3	-5	0	-2	-4
O=C(O)CCC(=O)Nc1ccc(S(=O)(=O)c2ccc(NC(=O)CCC(=O)O)cc2)cc1	0.65	-0.4	-5	0.97	0	-2	2	3	35
CSCc1c(C(=O)N2CCCc3ccccc32)oc2ccccc12	1	1.0	-10	0.98	61*	-2	-4	2	-2
CCCCSCCCNC(=O)C1CCC(CNS(=O)(=O)c2ccccc2)CC1 (stereo not given)	1.1	-0.3	-3	1.1	-4	-1	-2	-6	-7
CCN(CC)C(=O)C1CCCN(C(=O)Nc2ccc3nsnc3c2)C1 (stereo not given)	0.97	-4.5	0	0.96	1	-3	2	4	3
